Pf Dd2 growth: qHTS Primary assay for Inhibitors of Plasmodium falciparum Dd2 growth in vitro | P. falciparum Dd2 growth, SYBR Green, 72 h | Potency, µM (highest dose often 28.9 µM), without a hit: at the top dose activity, negative = inhibition, actives largely listed as inhibitors | AID 1347417, 2020 | 120,000 compounds, 4.3% hits; active = well fitted inhibition curve with a large enough effect; inconclusive = small, poorly fitted or top-dose-only effect; inactive = no such curve, though single readings can be large or run the other way;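 note: plate controls were DMSO vehicle for no effect and reference drug for full effect; nearly all actives have a fitted effect of over 65% in size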
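Readout: SYBR Green fluorescence, 485 nm excitation, 535 nm emission, after ~16 h lysis at 37C. Before that, Dd2-infected red cells (2.5% hematocrit) grew 72 h with compound, 29 uM top final concentration.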
An asterisk follows results filed as active; i = inactive; ? = inconclusive; [ ] = another dose, or the depositor's remark. Potency is the fitted concentration of half-maximal effect.

canonical_smiles | Pf Dd2 growth
O=C(O)C[C@@H]1CCN(C(=O)c2ccco2)C[C@@H]1CC1=NCCc2ccccc21 | -18%[44.1 µM]
COCCNC(=O)[C@@H]1C[C@H](Oc2ccccc2)CN1C(=O)c1ccccn1 | 32%[activator]
CCCNC(=O)Cc1csc2nc(C)c(-c3cc(C)n(-c4ccccc4CC)n3)c(=O)n12 | ?
CCN1CCC(N2C[C@@H](CO)[C@H](c3nc(C)no3)C2)CC1 | 29%
CCOC(=O)c1[nH]c(C)c(CCC(=O)NCc2ccc(OC)cc2)c1C | -6%
O=c1c2sc3ccccc3c2n(Cc2cccc(Cl)c2)c(=O)n1Cc1ccc(F)cc1 | -17%
NC1CCc2nn(CC(=O)N(Cc3cccs3)C3CCCC3)c(=O)n2CC1 (stereo not drawn) | 12%
COc1ccc(-n2c(=O)c3c(c4cc(OC)ccc4n3C)n(Cc3cccc(OC)c3)c2=O)cc1 | i
COc1ccc(C(=O)N[C@@H]2CCC[C@@H]2C(=O)NCCCn2cccn2)cn1 | 19%
OCC1(CN2CCCC2)CCN(Cc2ccc(Cl)cc2)CC1 | ?
Cc1nc(CN2CCN(c3cc(C4CC(O)C4)nc(N)n3)CC2)cs1 (stereo not drawn) | -9%
COc1cc(C(=O)N2[C@@H]3CC[C@H]2CC(NC(=O)c2ccncc2)C3)cc(OC)c1OC (stereo partly drawn) | i
CC1=C(C(=O)OC(C)C)C(c2ccccc2Cl)N2C(CC(=O)N3CCCC3)=CSC2=N1 (stereo not drawn) | i
Cc1ncsc1CN1C(=O)CO[C@H](c2ccc(NC(=O)c3ccccc3)cc2)[C@H]1CO | -18%
CCc1ccc(N2CC(c3noc(-c4ccc(C)nc4)n3)CC2=O)cc1 (stereo not drawn) | i
CCc1ccccc1NC(=O)Cn1c(=O)n(C(C)C)c(=O)c2oc3ccccc3c21 | 22%
CCOCCCNC(=O)[C@H]1CCC[C@H]1NC(=O)c1ccncc1 | 1%
NC(=O)NCCC(=O)N1CCc2onc(C(c3ccccc3)c3ccccc3)c2C1 | ?
Cc1ccc(OCC(=O)Nc2ccccc2C(=O)OCc2cc(=O)n3ccsc3n2)cc1C | 13%
COc1ccc(C)cc1NC(=O)C1CC(=O)N(c2n[nH]c3cc(Br)ccc23)C1 (stereo not drawn) | -15%
COc1ccc(C(=O)NCCc2noc(-c3cccnc3)n2)cn1 | ?
CCOC(=O)C1CC1CN1CCCCC12Cc1ccccc1CNC2=O (stereo not drawn) | -6%
Cc1cccc(C(=O)N2CCC(N3C(=O)C4(CCCCC4)C3c3ccncc3)CC2)c1 (stereo not drawn) | 6.3µM*
COc1ccccc1C(=O)Nc1cccc(C(=O)OCc2cc(=O)n3nc(C)sc3n2)c1 | i
O=C(O)C1=NOC2CN(Cc3coc(-c4ccccc4)n3)CC12 (stereo not drawn) | 44%[activator]
CC(C)CCNC(=O)c1cnc2c(c1)N([S+](=O)([O-])c1cccnc1)CCC2 | -15%[44.1 µM]
CCOc1cc(=O)n2c(c1C(=O)N1CCN(c3ccc(F)cc3)CC1)CCCCC2 | i
COc1ccc(N2CCN(Cc3nnc(-c4cccc(Br)c4)o3)CC2)cc1 | 18%
COc1ccc(CNC(=O)[C@H]2CCC[C@H]2NC(=O)c2ccc(OC)cc2)cc1 | -9%
Cc1cc(C)cc(-n2ccnc2SCC(=O)Nc2ccc3c(c2)OCO3)c1 | -13%
CC(C)CCN(C(=O)Nc1ccccc1)C(C)c1cccs1 (stereo not drawn) | 48%[activator]
COc1ccc(NC(=O)Cn2c(N3CCc4ccccc4C3)nc(C)cc2=O)cc1Cl | -29%
CCCCCCOc1ccc(C2C(=O)N(C3CCCCC3)CC(=O)N2CCC)cc1 (stereo not drawn) | ?
Cc1nc(-c2ccc(S(=O)(=O)NCc3ccc(N(C)C)cc3)cc2)co1 | i
CC(=O)N1CCC(N2CC[C@@H](CO)N(C)c3ncccc3C2)CC1 | 0%[44.1 µM]
COc1ccc(Cn2ccnc2SCC(=O)Nc2nc3ccccc3s2)cc1 | 16%
Cc1c(CN2CC(Oc3ccccc3C(=O)NCc3ccccc3)C2)cnn1C | ?
COc1ccc(NC(=O)CN2C(=O)c3ccccc3Sc3ccc(C(=O)N4CCOCC4)cc32)c(OC)c1 | ?
O=C(Nc1ccc(Br)cc1)c1ccc(Cl)c(S(=O)(=O)N2CCCCCC2)c1 | ?
O=C(Nc1ccccc1)N1CCN([S+](=O)([O-])c2ccc(Cl)nc2)C(=O)C1 | 0%
O=C(c1ccccc1)N1CCCC2(C1)C(=NC1CCCCC1)NC(=O)N2c1cc(F)cc(F)c1 (stereo not drawn) | 3%
COc1cc(OC)cc(C(=O)N2CCCC(n3cc(-c4nc(C(C)C)no4)nn3)C2)c1 (stereo not drawn) | i
Cc1cc(F)ccc1NC(=O)c1cnc(-c2ccc(F)cc2)nc1-c1ccncc1 | ?
COC(=O)c1ccccc1NC(=O)N1CCC[C@@H](O)[C@H](NC(=O)c2ccc(OCc3c(C)noc3C)cc2)C1 | i
O=C(c1ccc2c(c1)CCCC2)N1CCN(c2nc3ccc(F)cc3s2)CC1 | 31%[activator]
O=C1CN(Cc2ccc(-c3cnc4c(OCc5ccccc5)nccn34)cc2)CCN1 | ?
O=C(NCc1cc2n(n1)CCCN(C1CCCCC1)C2)c1cccc(F)c1 | ?
COc1ccccc1N1CCN([C@@H]2[C@H](O)[C@H](CO)O[C@@H]2CNC(=O)c2ccccc2)CC1 | 13%
Cc1cccc(NC(=O)c2c(C)cc(C)nc2SCC(=O)Nc2c(C)cc(C)cc2C)c1 | -28%
O=C(CSc1nc2cc(C(=O)NC3CCCC3)ccc2c(=O)n1CC1CCCO1)c1ccc(F)cc1 (stereo not drawn) | -26%

(continued)
canonical_smiles | Pf Dd2 growth
COc1ccc2nc3oc(C(=O)N(C)c4ccc(Cl)cc4)cc3cc2c1 | -11%
COc1cccc(CC2(CO)CCCN(C(=O)c3cn4ccsc4n3)C2)c1 (stereo not drawn) | -21%
COc1ccc(NC(=O)Cn2c(=O)n(CC3CCCO3)c(=O)c3ccccc32)cc1 (stereo not drawn) | 24%
COc1ccc(CCNc2nc(SCc3ccc(F)cc3)nc3ccccc23)cc1OC | ?
O=C(O)Cn1ccc2cc(OCC3CCN(C(=O)CCC(F)(F)F)CC3)cnc21 | ?
COc1cccc(CC(=O)N2CC(c3noc(C4CCCN4C)n3)C2)c1 (stereo not drawn) | -21%
CC(C)c1nncn1C1CCN(S(=O)(=O)Cc2ccccc2F)CC1 | -5%
O=[S+]1([O-])NC2(CCN(CC3CCCCC3)CC2)CNc2ccccc21 | i
O=C(NC1CC1)c1ccccc1OC1CN(Cc2ccc(F)cc2Cl)C1 | -11%
CCCCn1c(=O)c2oc3ccccc3c2n(Cc2ccccc2C)c1=O | 0%
Cc1cccc(N2CCN(Cc3nnc(-c4cccc(Br)c4)o3)CC2)c1C | 23%
N#Cc1ccc(C(=O)Nc2ccc3n(c2=O)C[C@H]2C[C@@H]3CN(C(=O)c3ccccn3)C2)cc1 | -23%
O=C1CC2(CCN(Cc3ccccc3)CC2)Oc2ccccc2N1c1ccccc1 | -21%
CCc1noc(-c2ccn3c(CNC(=O)c4ccccc4C)nnc3c2)n1 | i
Cc1ccc(C)c(N2CCN(C(=O)c3cc4c(=O)oc5ccccc5c4s3)CC2)c1 | 59%[activator]
CCc1cc(NCC(c2ccc(C)o2)N2CCOCC2)n2nccc2n1 (stereo not drawn) | -20%
COCCNC(=O)[C@@H]1CCC[C@@H](NC(=O)c2cncnc2)CN(C)C(=O)C1 | 17%[44.1 µM]
CCCN(CC1CCOC1)S(=O)(=O)c1ccc(Br)s1 (stereo not drawn) | 19%[5.79 µM]
O=C(NCCCO)C(=O)NCC(c1ccc2c(c1)OCO2)N1CCOCC1 (stereo not drawn) | 32%
O=C(Cc1cccnc1)NCC(=O)N1CCCCCCNC(=O)CC1c1ccccc1 (stereo not drawn) | -1%
Cn1cc(-c2ccc(Cl)cc2)c2nc(CNc3ccccc3)cn2c1=O | -24%[44.1 µM]
Cc1cc(Cl)ccc1OCC(=O)N1CCC(c2nc3ccccc3s2)CC1 | 112%[activator]
COc1ccc(NC(=O)CSc2nc3c(oc4ccccc43)c(=O)n2-c2ccccc2)cc1OC | i
CCN(CC)CC(=O)N1CCC(C(=O)Nc2ccc(-c3nc4ccccc4o3)cc2)CC1 | 10µM*
O=C(c1ccc(OC2CCN(C(=O)C3CC3)CC2)nc1)N1CCOCC1 | 70%[activator]
Cc1ccc2oc(-c3ccc(Cl)c(NC(=O)c4ccc(-c5ccccc5[N+](=O)[O-])o4)c3)nc2c1 | 3%
Cc1cc(N2CCN(c3cccc(C(F)(F)F)c3)CC2)n2nc(-c3ccccc3C)nc2n1 | 11µM*
Cc1ccc2c(C(=O)NCCN3CCCCC3)cc(NC(=O)C(C)C)cc2n1 | -16%
O=C(NCc1cc(F)ccc1F)C1Cn2cccc2C(=O)N1Cc1ccccc1 (stereo not drawn) | -12%
CC(C)c1nncn1C1CCN(S(=O)(=O)c2ccc(Br)cc2)CC1 | -19%
CCc1ccc(NC(=O)CCn2cnc3ccccc3c2=O)cc1 | 20%
Cc1cccc(C(=O)Nc2cccc(OCc3cc(=O)n4cc(C)sc4n3)c2)c1 | -19%
CC(=O)Nc1ccc(-n2ccnc2-c2ccc(O)c(CN(C)C)c2)cc1 | -16%
Cc1ncccc1C(=O)N1C[C@@H](COc2ccccc2)[C@H](C(N)=O)C1 | 5%
O=C(NCCc1ccccc1)N1CCC2(CC1)CC(OCC1CC1)CCO2 (stereo not drawn) | 33%[activator]
CCCCNC(=O)c1cc(NC(=O)CC)cc2nc(C)ccc12 | -2%
CCOc1ccc(C(=O)NCC(c2ccc3c(c2)OCO3)N2CCN(c3ccc(F)cc3)CC2)cc1 (stereo not drawn) | 11µM*
CCn1cc2c3c(cccc31)CN(C(=O)c1ccc(OC)cc1)CC2 | ?
CCc1ccc(C(=O)c2cn(CC(=O)Nc3ccc(OC)cc3OC)c3ccc(CC)cc3c2=O)cc1 | i
CC(C)(C)n1nnnc1C1CC2(CCOCC2)C(=O)N1Cc1ccco1 (stereo not drawn) | 19%

Entries shown so far that have a furan ring, fused or not, in the order listed:
canonical_smiles | Pf Dd2 growth
O=C(O)C[C@@H]1CCN(C(=O)c2ccco2)C[C@@H]1CC1=NCCc2ccccc21 | -18%[44.1 µM]
CCc1ccccc1NC(=O)Cn1c(=O)n(C(C)C)c(=O)c2oc3ccccc3c21 | 22%
COc1ccc2nc3oc(C(=O)N(C)c4ccc(Cl)cc4)cc3cc2c1 | -11%
CCCCn1c(=O)c2oc3ccccc3c2n(Cc2ccccc2C)c1=O | 0%
CCc1cc(NCC(c2ccc(C)o2)N2CCOCC2)n2nccc2n1 (stereo not drawn) | -20%
COc1ccc(NC(=O)CSc2nc3c(oc4ccccc43)c(=O)n2-c2ccccc2)cc1OC | i
Cc1ccc2oc(-c3ccc(Cl)c(NC(=O)c4ccc(-c5ccccc5[N+](=O)[O-])o4)c3)nc2c1 | 3%
CC(C)(C)n1nnnc1C1CC2(CCOCC2)C(=O)N1Cc1ccco1 (stereo not drawn) | 19%

(more compounds)
canonical_smiles | Pf Dd2 growth
COc1cccc(CN2CCOC3(CCN([S+](=O)([O-])c4c(C)noc4C)CC3)C2=O)c1 | -12%
COc1ccc(C2CC(=O)c3c(C)nc(N4CCN(C=O)CC4)nc3C2)c(OC)c1 (stereo not drawn) | -22%
Cc1ccc(NC(=O)c2nnn3c2COC(c2ccc(F)cc2)C3)c(Br)c1 (stereo not drawn) | ?
Cc1nc2c(C(=O)NCCc3ccccc3)c[nH]n2c(=O)c1Cc1ccc(F)cc1Cl | 18%
O=C(c1cccnc1)N1CCCCCCn2c(nnc2-c2ccc(F)cc2)CC1 | -18%
O=C(N1CCC2(CCCCO2)CC1)C1(c2ccccc2)CC1 | i
CCC(=O)N1CCCCCCNC(=O)CC1c1ccccc1 (stereo not drawn) | -24%
CC(CNC(=O)c1ccc(CSc2nc3ccncc3n2Cc2cccc(F)c2)cc1)c1ccccc1 (stereo not drawn) | ?
O=C(Nc1nc2c(s1)CCC2)C1CC(=O)N(c2n[nH]c3cc(Br)ccc23)C1 (stereo not drawn) | -11%
CCCCOC(=O)CSc1ncnc2sc3c(c12)CCC(C)C3 (stereo not drawn) | 20%
CCCCN(C)CCNC(=O)c1c2c(nc3ccccc13)C(=O)N(C1CCCCC1)C2 | -22%
O=C(NC[C@H]1OC[C@@H](NCc2ccccc2)[C@@H]1O)c1ccccc1 | i
Cn1cc(CC(=O)N2CCCc3ncc(C(=O)N4CCCC[C@@H]4Cc4ccccc4)cc32)c2ccccc21 | ?
O=C(c1ccccc1F)N1CC(Oc2cccc(-c3nc(-c4ccccc4)no3)c2)C1 | 37%[activator][5.79 µM]
N#CC1CCN(C(=O)C2CCc3nnc(-c4ccc(Cl)cc4Cl)n32)CC1 (stereo not drawn) | 43%[activator]
Cc1ccc(CNC(=O)c2ccc(-c3nc(CN4CCc5ccccc54)c(C)o3)cc2)cc1 | -22%
Cc1ccc(NC(=O)Cn2cc(C(=O)c3ccco3)c3ccccc32)c(C)c1 | -19%
CC[C@H]1CN(C(=O)Nc2cccc(C(F)(F)F)c2)CC[C@H]1CC(=O)N(C)CC#N | -9%[44.1 µM]
COC(=O)CSc1ncc2c(n1)-c1ccccc1N(Cc1ccccc1C)S2(=O)=O | i
Cc1nc(-c2ccc(N(C)C)cc2)cc([C@H]2CN3CC[C@H]2C[C@@H]3CNC(=O)c2ccco2)n1 | ?

Screening results as filed in PubChem.

These rows are one share of the data. The share of hits here may be higher or lower than overall.
